Screening results as filed in PubChem BioAssay.
KDM5B inhibitor = Primary screen for KDM5B Histone Demethylases FDH-coupled qHTS; Lysine-specific demethylase 5B (Homo sapiens), Q9UGL1; KDM5B demethylase, FDH-coupled NADH fluorescence (FDH is formaldehyde dehydrogenase); Potency, µM (series often up to 57.7 µM), for inactives: top-dose activity change, negative = inhibition, usual class: inhibitors; 220,000 compounds, 2.6% hits; AID 1347165, 2019; active = well fitted inhibition curve with a large enough effect; inconclusive = small, poorly fitted or top-dose-only effect; inactive = no such curve, though single readings can be large or run the other way; note: 0% is about no effect; nearly all actives have a fitted effect of over 70% in size
Target sequence (Q9UGL1 whole entry, looked up): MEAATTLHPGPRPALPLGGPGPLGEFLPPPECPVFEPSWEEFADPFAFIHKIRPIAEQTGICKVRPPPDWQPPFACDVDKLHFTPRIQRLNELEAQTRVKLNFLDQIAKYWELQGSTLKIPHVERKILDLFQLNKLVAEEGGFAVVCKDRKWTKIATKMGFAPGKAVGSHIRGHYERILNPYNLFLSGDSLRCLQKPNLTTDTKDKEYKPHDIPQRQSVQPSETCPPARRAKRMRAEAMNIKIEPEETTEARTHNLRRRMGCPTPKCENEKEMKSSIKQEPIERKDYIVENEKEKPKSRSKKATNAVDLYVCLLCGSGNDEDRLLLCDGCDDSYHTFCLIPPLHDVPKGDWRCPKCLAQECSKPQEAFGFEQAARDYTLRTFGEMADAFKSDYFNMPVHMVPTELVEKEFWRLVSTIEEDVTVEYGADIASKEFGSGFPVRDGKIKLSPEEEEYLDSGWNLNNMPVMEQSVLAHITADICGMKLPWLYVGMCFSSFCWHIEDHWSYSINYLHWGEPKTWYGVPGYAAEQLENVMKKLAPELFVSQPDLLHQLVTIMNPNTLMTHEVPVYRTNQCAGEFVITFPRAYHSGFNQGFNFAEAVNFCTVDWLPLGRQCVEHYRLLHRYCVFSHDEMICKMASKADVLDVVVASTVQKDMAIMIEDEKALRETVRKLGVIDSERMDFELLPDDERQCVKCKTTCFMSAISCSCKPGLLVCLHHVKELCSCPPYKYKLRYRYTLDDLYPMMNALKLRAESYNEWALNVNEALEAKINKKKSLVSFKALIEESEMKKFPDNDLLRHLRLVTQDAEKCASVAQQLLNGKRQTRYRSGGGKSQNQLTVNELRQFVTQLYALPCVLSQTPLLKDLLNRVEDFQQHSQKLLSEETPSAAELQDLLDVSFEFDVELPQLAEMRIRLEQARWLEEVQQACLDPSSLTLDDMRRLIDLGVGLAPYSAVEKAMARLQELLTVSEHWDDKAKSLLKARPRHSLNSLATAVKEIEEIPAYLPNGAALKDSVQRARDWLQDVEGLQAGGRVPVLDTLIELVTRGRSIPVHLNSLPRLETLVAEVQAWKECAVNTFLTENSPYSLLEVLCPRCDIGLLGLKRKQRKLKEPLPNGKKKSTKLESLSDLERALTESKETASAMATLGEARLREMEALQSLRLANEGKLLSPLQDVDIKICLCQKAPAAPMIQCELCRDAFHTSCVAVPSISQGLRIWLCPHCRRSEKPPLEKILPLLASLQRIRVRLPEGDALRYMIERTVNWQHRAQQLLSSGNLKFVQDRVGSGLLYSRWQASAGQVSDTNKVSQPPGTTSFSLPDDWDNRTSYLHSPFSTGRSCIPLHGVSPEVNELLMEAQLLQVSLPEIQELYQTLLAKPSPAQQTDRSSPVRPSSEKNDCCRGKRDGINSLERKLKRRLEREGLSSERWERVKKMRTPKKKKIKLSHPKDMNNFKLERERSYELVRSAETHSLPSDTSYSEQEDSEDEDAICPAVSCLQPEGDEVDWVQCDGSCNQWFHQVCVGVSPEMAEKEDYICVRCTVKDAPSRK
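qHTS format, multiple compound concentrations. Buffer 50 mM HEPES pH 7.5/0.01% Tween-20; 200 nM KDM5BΔAP final; 10 min compound preincubation; substrate-mix levels 12.5 µM peptide, 25 µM α-KG, 0.25 mM NAD⁺; 30 min RT; ΔRFU.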
Active calls of the source: *; i = inactive; ? = inconclusive; & = joins results of further samples; [ ] = dose if it differs, or a comment. Potency is the fitted concentration of half-maximal effect. A portion of the library; count on the stated rates, not on these rows.

SMILES	KDM5B inhibitor
Cc1cc(C)n(CC(=O)NCc2cc(N3CCOCC3)ncn2)c(=O)n1	?
CCCOc1ccc(-c2nc(C#N)c(NCCN3CCOCC3)o2)cc1	i
COc1cccc(OC)c1C(=O)Oc1cc(C)c2c(c1)O/C(=C\c1cccnc1)C2=O	17.9%
Cc1ccc2c(C)c(CCC(=O)Nc3cc(Cl)ccc3F)c(=O)oc2c1	-12.4%
c1ccc(-c2cc(CSc3ccc4c(c3)OCCCO4)no2)cc1	-4.5%
COc1ccc(C(=O)OCC(=O)c2cc(OC)ccc2OC)cc1	-24.9%
COC(=O)c1ccc(C2c3c(-c4ccc(Br)cc4)n[nH]c3C(=O)N2c2ccc(Cl)cc2)cc1 (configuration not stated)	-23.3%
COc1cc2c(cc1OC)CN(C(=O)CCc1ncc(-c3ccc(F)cc3F)o1)CC2	-11.9%
CCN(CC)CCNC(=O)c1cc2c(-c3cccc(OC)c3)nn(C)c2s1	?
COc1ccccc1C(=O)Nc1nnc(S(=O)(=O)N2CCN(c3ccc(F)cc3)CC2)s1	?
CCOc1ccccc1CN1CCN(c2cccc(C#N)n2)CC1CCO (configuration not stated)	?
CC(C)c1ccc(NC(=O)Cn2nnc(C(=O)NCc3cccs3)c2N)cc1	-18.3%
Cc1ccc(NC(=O)CC2(C(=O)O)CCCCC2)c(C)c1	-4.9%
O=C(CN1CCN(C(=O)c2cccnc2OCC(F)(F)F)CC1)Nc1ccccc1Cl	7.6%
Cn1c(=O)c2sccc2n(CC(=O)NCC2CCCO2)c1=O (configuration not stated)	-13.5%
CC(C)N1C[C@H](O)C[C@H]1c1nnc2n1CCN(C(=O)CCCc1c[nH]c3ccccc13)C2	?
O=C(CCC[C@@H]1[C@H]2CCCN3CCC[C@@H](CN1C(=O)c1ccccc1)[C@@H]23)NCc1ccc(F)cc1	-20.1%
O=C(NC1CCCC1)C1CCN(C(=O)c2ccccc2Cl)CC1	-0.2%
Cc1cc2nc3n(c(=O)c2n1CC(=O)NC1CCC(C)CC1)CCCCC3 (configuration not stated)	-9.5%
CO[C@H]1[C@H](NC(=O)c2cnn3cccnc23)c2ccccc2C12CCNCC2	?
CC(C)Oc1ccc(C(=O)OCC(=O)NCCNC(=O)COC(=O)c2ccc(OC(C)C)cc2)cc1	-12.3%
COc1ccc(C2Cn3nnc(C(=O)N4CCN(C(=O)c5cccc(Cl)c5)CC4)c3CO2)cc1 (configuration not stated)	?
O=C(Nc1ccccc1)c1cc2n(n1)CCN(C(=O)COc1ccccc1)C2	-5.2%
Cc1ccc(S(=O)(=O)N2C[C@@H](F)C[C@H]2C(=O)N2CCCCC2)c(C)c1	1.0%
O=C(NCc1nc(-c2ccncc2)n[nH]1)[C@H]1CCC[C@H](O)C1	?
The list continues:
SMILES	KDM5B inhibitor
CCOC(=O)c1scc(-c2ccc(C)cc2)c1S(=O)(=O)N1CCN(c2ccccc2)CC1	-15.2%
CN(C)CCN(C)Cc1cn(Cc2ccccc2)nc1-c1ccc2c(c1)OCO2	4.8%
O=C(Nc1cccs1)O[C@H]1COCCN(c2nc3ccccc3o2)C1	-0.9%[86.2 µM]
O=C(O)C(c1c[nH]c2ccccc12)N1CCN(CCNc2cc(=O)oc3ccccc23)CC1 (configuration not stated)	7.0%
COc1ccccc1CCNC(=O)C(=O)NCC1OCCCN1S(=O)(=O)c1ccc(F)cc1C (configuration not stated)	0.6%
COc1ccc(S(=O)(=O)/N=C2\C=C(NS(=O)(=O)c3ccccc3)C(=O)c3ccccc32)cc1	?
CC(C)(C)NS(=O)(=O)c1ccccc1-c1cnc2c(C(N)=O)cnn2c1	?
CN(CC1CCOCC1)S(=O)(=O)c1ccc(C(F)(F)F)cc1	0.5%
CCOCCOC1CCN(C(=O)Nc2ccccc2)CC1	8.6%
O=C(Nc1cccc(Cl)c1)C1CN(c2ccccc2)C(=O)N1 (configuration not stated)	11.0%[86.2 µM]
COc1ccc2oc(=O)c(-c3csc(Nc4ccccc4)n3)cc2c1	-16.8%
Cc1ccc(-c2nc3c4ccccc4n(Cc4cccc(Cl)c4)c(=O)n3n2)cc1	-14.4%
COc1cc(CCC(=O)NCc2ccc3c(c2)CCN3C(=O)c2ccccc2)cc(OC)c1OC	?
O=C(/C=C/c1ccccc1)Nc1cc(-c2nc3cc(Cl)ccc3o2)ccc1Cl	-6.5%
COc1ccccc1CNc1ccc(-c2nc(-c3ccccc3C)no2)cc1[N+](=O)[O-]	-1.7%
CC(C)CNC(=O)NC(=O)CSc1nnc(-c2ccc(C(C)(C)C)cc2)n1Cc1ccco1	7.0%
CCc1c(C)sc(NC(=O)C2CC3CCC2C3)c1C#N (configuration not stated)	?
CN(C)c1cc(=O)c2ccnc(-c3ccc(O)c(F)c3)c2o1	?
Cc1ccc(Nc2nc(CN3CCN(S(=O)(=O)c4ccccc4)CC3)cs2)cc1	-2.8%
CC(C)C(=O)Nc1nnc(Cc2c[nH]c3ccccc23)s1	25.4%&35.1%
Cc1nc(C#N)c(N2CCN(C(=O)CN(C)C(C)C(C)C)CC2)o1 (configuration not stated)	-21.5%
CNC(=O)NC(=O)C(Cl)c1ccccc1 (configuration not stated)	13.0%
O=C(Cn1c(-c2cccs2)cc2ccccc21)NCc1ccccc1Br	?
O=C(NC1CC1)c1cc(-c2ccc(Cl)c(Cl)c2)nc2ccccc12	14.5%
Cc1cccc(C(=O)NC(C2CC2)C2CC2)n1	10.1%

A different layout for some results above.
KDM5B inhibitor | SMILES
-20.1% | O=C(CCC[C@@H]1[C@H]2CCCN3CCC[C@@H](CN1C(=O)c1ccccc1)[C@@H]23)NCc1ccc(F)cc1
-0.2% | O=C(NC1CCCC1)C1CCN(C(=O)c2ccccc2Cl)CC1
-9.5% | Cc1cc2nc3n(c(=O)c2n1CC(=O)NC1CCC(C)CC1)CCCCC3 (configuration not stated)
? | CO[C@H]1[C@H](NC(=O)c2cnn3cccnc23)c2ccccc2C12CCNCC2
-12.3% | CC(C)Oc1ccc(C(=O)OCC(=O)NCCNC(=O)COC(=O)c2ccc(OC(C)C)cc2)cc1
? | COc1ccc(C2Cn3nnc(C(=O)N4CCN(C(=O)c5cccc(Cl)c5)CC4)c3CO2)cc1 (configuration not stated)
-5.2% | O=C(Nc1ccccc1)c1cc2n(n1)CCN(C(=O)COc1ccccc1)C2

Looked up by compound from the list above (5):
SMILES	KDM5B inhibitor
CCOc1ccccc1CN1CCN(c2cccc(C#N)n2)CC1CCO (configuration not stated)	?
Cc1ccc(-c2nc3c4ccccc4n(Cc4cccc(Cl)c4)c(=O)n3n2)cc1	-14.4%
c1ccc(-c2cc(CSc3ccc4c(c3)OCCCO4)no2)cc1	-4.5%
COc1cccc(OC)c1C(=O)Oc1cc(C)c2c(c1)O/C(=C\c1cccnc1)C2=O	17.9%
CCN(CC)CCNC(=O)c1cc2c(-c3cccc(OC)c3)nn(C)c2s1	?

(listing goes on)
SMILES	KDM5B inhibitor
Cc1noc(C)c1S(=O)(=O)N1CC(N(CC(C)C)C2CCOCC2)C1	26.5%
Cc1nc(-c2ccccc2)n(CC(=O)Nc2ccc(F)c(Cl)c2)c(=O)c1CCO	-14.7%
COc1ccc(C2C(C(N)=O)=C(C)Nc3nc(-c4ccccc4Cl)nn32)cc1 (configuration not stated)	?
COc1cc(Cl)c(C)cc1NC(=O)c1cc(CN2CCOCC2)on1	-1.6%
COc1cccc(NC(=O)Cn2cc(S(=O)(=O)Cc3ccccc3F)c3ccccc32)c1	-4.1%
N#Cc1ccnc(N2CCN(C(=O)Nc3ccccc3)CC2)c1	?
Cc1ccccc1C1=NN(S(C)(=O)=O)C(c2ccc3nccnc3c2)C1 (configuration not stated)	6.4%
Cc1nc2scc(CC(=O)NCC(C)C)n2c(=O)c1-c1cc(C)n(-c2cccc(Cl)c2)n1	?
CCCCN(CCCNC(=O)CN1N=C(c2ccc(C)cc2)CCC1=O)c1ccccc1	?
Cc1cc(C(=O)OCC(=O)Nc2ccccc2F)c2ccccc2n1	-9.4%
Cc1cccc(C(=O)N[C@@H]2CN(c3ncccn3)C[C@H]2CO)n1	?
O=C(NCCc1ccc(Cl)cc1)c1nc(-c2cc(Cl)cc(Cl)c2)c2ccccn12	?
CC(C)c1ccc(/C=N/NC(=O)c2cc(C3CC3)nc3ccccc23)cc1	12.6%
COC(=O)C1(NC(=O)c2ccc3c(c2)OCCCO3)CCCCC1	-11.5%
O=C(O)COCC(=O)N[C@H]1CCN2C(=O)c3cc(-c4ccc(Cl)cc4)ccc3NC(=O)[C@H]12	?
Cc1cccc(CC(=O)NCCc2csc(-c3ccc(C(F)(F)F)cc3)n2)c1	?
CCOC(=O)c1c(C)c(CCC(=O)NCCN2CCCC2)c(C)n1C	-17.1%
N#C/C(=C/c1ccc2c(c1)OCO2)C(=O)OCC(=O)N1CCCCC1	3.4%
CCCCNC(=O)C(CC)Sc1nnc(-c2cccc(F)c2)c(-c2cccc(F)c2)n1 (configuration not stated)	-0.1%
Cc1ccc(NS(=O)(=O)c2cc(C(=O)Nc3ccc4oc(C)nc4c3)ccc2C)cc1	-2.7%
Cn1c(=O)oc2cc(S(=O)(=O)N3CCC(C(=O)NCc4ccccc4)CC3)ccc21	-18.3%
O=C(CN1CCN(c2nccs2)CC1)NCc1ccc(F)cc1	2.2%
CCC(=O)Nc1ccc(CC)cc1-c1nc2ccccc2n(Cc2ccccc2)c1=O	-30.9%
CN1C(=O)c2cccn2CC1C(=O)NCCc1c[nH]c2ccccc12 (configuration not stated)	-6.3%
CCC(C(=O)N1CCN(C(=O)COc2ccccc2)CC1)n1cccn1 (configuration not stated)	-12.1%
Next entries follow.
SMILES	KDM5B inhibitor
CCCS(=O)(=O)N[C@@H]1CN(Cc2ccncc2)C[C@H]1CN(C)C	-18.1%
CCc1ocnc1C(=O)N1CCCC(c2[nH]ncc2-c2ccc(F)cc2)C1 (configuration not stated)	10.7%
COC1CCOC2(CCN(S(=O)(=O)c3ccc(F)cc3)CC2)C1 (configuration not stated)	0.8%
CCCNc1c(NC(=O)c2ccccc2OCC)c(=O)oc2ccccc12	1.6%
O=C1NC2(CCN(C(=O)c3ccccc3F)C2)OCc2ccccc21 (configuration not stated)	6.1%
COC(=O)c1ccc(/C=C(/C#N)C(=O)Nc2ccc(N3CCOCC3)cc2)cc1	7.8%
O=C(Cn1nc2c(cc1=O)CCCC2)NCc1nnc2ccccn12	-6.0%
CC1SCC(=NOCc2ccccc2)CS1 (configuration not stated)	10.1%
O=C(Nc1cccc(C(F)(F)F)c1)c1nc2c(o1)CCN(Cc1ccccc1F)CC2	?
Cc1ccc(S(=O)(=O)Nc2ccc(-c3cn4ccsc4n3)cc2)cc1	-5.8%
Cc1ccc(CN2CCn3c(nnc3[C@@H]3C[C@@H](O)CN3Cc3cccnc3)C2)o1	-0.5%
O=C(c1cc2ccccc2[nH]1)N1CCN(C(=O)c2nnn3c2COC(c2ccc(Cl)cc2)C3)CC1 (configuration not stated)	?
CCCn1nc(C(=O)Nc2cc(S(=O)(=O)N3CCCCC3)ccc2C)c2ccccc2c1=O	4.1%
CO[C@H]1COCCN(C(=O)c2ccc(C(F)(F)F)cc2)C1	9.5%[86.2 µM]
CC(C)(C)c1ccc(-c2nc3ccccc3s2)cc1	24.9%
Cc1nnsc1C(=O)N[C@H]1CCN(C(=O)COCC(=O)O)[C@H](C(=O)N[C@H](Cc2ccccc2)C(N)=O)C1	-0.9%
O=C(NCc1ccc(Cl)cc1)C1CCCN(c2nc3ccccc3n3cccc23)C1 (configuration not stated)	?
Cc1ncccc1OC1(C(=O)O)CCN(C(=O)c2cccc(F)c2)CC1	-18.6%
COc1ccccc1N1CCN(c2ccc(N3C(=O)CCC3=O)cc2[N+](=O)[O-])CC1	22.3%
CCOC(=O)C1=CN(CC(=O)Nc2cc(C)ccc2OC)S(=O)(=O)N=C1C	11.6%
O=C(OCc1ccc(-c2ccccc2)cc1)c1cnc2ccccc2n1	-13.2%
Cc1csc2nc(COc3ccccc3NC(=O)c3ccc(C(C)(C)C)cc3)cc(=O)n12	2.5%
CCC(C)NC(=O)CSc1nc2cc3c(cc2c(=O)n1CCCCCC(=O)NCc1ccc2c(c1)OCO2)OCO3 (configuration not stated)	-17.0%
Cc1ccc(CNC(=O)CSc2nc3c(=O)n(C)c(=O)n(C)c3n2C)cc1	6.4%
CC(C)CCNC(=O)CCc1c[nH]c2ccccc12	8.0%

In the list so far, these contain a nitro group on carbon.
SMILES	KDM5B inhibitor
COc1ccccc1CNc1ccc(-c2nc(-c3ccccc3C)no2)cc1[N+](=O)[O-]	-1.7%
COc1ccccc1N1CCN(c2ccc(N3C(=O)CCC3=O)cc2[N+](=O)[O-])CC1	22.3%

Further compounds:
SMILES	KDM5B inhibitor
N#Cc1ccc(C(=O)N2CC[C@H]3NC(=O)N(c4ccccc4)C(=O)[C@H]32)cc1	-14.9%[86.2 µM]
COc1ccccc1-c1[nH]ncc1CN1CCCC(C(=O)NCc2ccccc2)CCNC(=O)CC1 (configuration not stated)	-8.5%
O=C(NCC(c1cccnc1)N1CCc2ccccc21)c1ccc(F)c(F)c1 (configuration not stated)	26.1%
Cc1cccc(S(=O)(=O)N2CCC(Oc3ncccc3C(=O)N3CCOCC3)C2)c1 (configuration not stated)	14.6%
CCOC(=O)C1C(=O)C=C(c2ccc(C)cc2)CC1c1ccc(CC)cc1 (configuration not stated)	-4.1%
COc1cc(C2CC(=O)c3cnc(N4CCN(CCO)CC4)nc3C2)cc(OC)c1OC (configuration not stated)	-27.9%
O=C(Cc1c[nH]c2ccccc12)Nc1cc(S(=O)(=O)N2CCOCC2)ccc1N1CCCCCC1	44.9%[activator]
CC(NC(=O)c1ccccc1Br)C1CC2CCC1C2 (configuration not stated)	16.0%
CCOc1ccccc1CNC(=O)CCCN1C(=O)c2cccnc2Oc2ccc(Cl)cc21	2.1%
O=C(Oc1cccc2cccnc12)c1ccc(-c2ccccc2)cc1	-0.5%
Cn1ccc(CN2CC(Oc3ccc(F)c(F)c3)C2)c1	?
